From PubChem
PPC-1+TRAIL kill: PPC-1 cancer cell killing with TRAIL present | 220,000 compounds, 0.41% hits | AID 1443 | cell killing (% activity), % at 4 µM | PPC-1 cells + TRAIL, ATPLite viability luminescence;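 active = cell killing above 50% in the first pass at 4 µM, then a duplicate retest at 5 µM averaging 50% or more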;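 also: plate controls were cells with TRAIL plus DMSO for no effect and medium-only wells lacking cells for full effect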
TRPML3 agonist: human mucolipin-3 channel agonism; 220,000 compounds, 0.29% hits; activation, % at 3 µM; HEK293 TRPML3-YFP, Fluo-8 calcium fluorescence; 100% = the carbachol control signal; Q8TDD5; AID 1448;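 active = activation above its plate's cutoff, the mean activation of the plate's test wells plus 3 SD, cut at about 12% in these data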;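 also: 0% = DMSO only wells and 100% = carbachol wells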
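Test system: HEK293 cells stably carrying human TRPML3-YFP; Doses: single dose, 3 µM final nominal compound, 0.3% DMSO final; Schedule: dye loading 1 h 37 °C then 30 min ambient, 125 s read; Technique: Fluo-8 calcium fluorescence; Benchmarks: high control carbachol 87 µM, low control DMSO.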
TRPN1 ag: zebrafish TRPN1 (NompC) channel agonism; activation, % at 3 µM; HEK293 zebrafish TRPN1-YFP, Fluo-8 calcium fluorescence; 100% = response to 87 µM carbachol; 220,000 compounds, 0.18% hits; AID 1424;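 active = activation above its plate's cutoff, the mean activation of test wells on that plate plus 3 SD, cut at about 19% in these data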;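 also: 0% = DMSO alone and 100% = 87 µM carbachol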
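System: zebrafish TRPN1-YFP in HEK293 cells / Dosing: 3 µM single point / Timing: dye loading 1 h at 37 °C, then 30 min room temperature / Signal: Fluo-8 calcium fluorescence, excitation 470-495 nm, emission 515-575 nm / Read-out basis: percent activation from peak over basal fluorescence ratio, control-normalized / Control set: high carbachol 87 µM, low DMSO alone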
EP2 modulator: modulators of human EP2 prostaglandin E2 receptor; EP2-expressing cells, cAMP HTRF FRET, PGE2 co-stimulation; induction, % at 25 µM; P43116; AID 940; 260,000 compounds, 0.83% hits;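 active = compounds whose cAMP rise, as percent of the full-agonist control response, exceeds 60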;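 also: rat C6 glioma line stably carrying human EP2 under a CMV promoter; the protocol text gives 20 µM as final concentration; 100% = response of wells given 1 µM PGE2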
Target sequence (P43116 whole entry, looked up): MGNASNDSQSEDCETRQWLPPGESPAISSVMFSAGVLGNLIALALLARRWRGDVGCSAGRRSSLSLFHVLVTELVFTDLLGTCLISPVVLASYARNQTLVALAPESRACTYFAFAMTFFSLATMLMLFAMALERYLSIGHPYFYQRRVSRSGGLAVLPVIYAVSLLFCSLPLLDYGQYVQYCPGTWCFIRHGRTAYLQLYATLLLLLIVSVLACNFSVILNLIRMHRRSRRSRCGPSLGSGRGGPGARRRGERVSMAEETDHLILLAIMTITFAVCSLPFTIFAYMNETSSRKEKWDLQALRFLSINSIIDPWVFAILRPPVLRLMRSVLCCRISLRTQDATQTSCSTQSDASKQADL
CHOP inh: inhibitors of CHOP induction in ER stress response. CHO-K1 CHOP-promoter luciferase, tunicamycin-induced, 15-18 h. inhibition, % at 10 µM. 220,000 compounds, 3.8% hits. AID 2732;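 active = compounds that reduced the stress-induced luciferase reporter signal by more than about 70% of percent inhibition, limit read from the data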;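 also: 0% = tunicamycin plus vehicle and 100% = wells without tunicamycin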
14-3-3 Bad PPI: disrupts binding of bovine 14-3-3 zeta to phospho-Bad peptide. P63103. TR-FRET 14-3-3zeta/Dy647-pBad peptide displacement, 1 h. inhibition, % at 21.7 µM. 220,000 compounds, 0.71% hits. AID 781;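 active = inhibition above about 70%, limit read from the data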;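 also: 0% = full 14-3-3 plus peptide FRET controls and 100% = background without 14-3-3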
Target sequence (P63103 whole entry, looked up): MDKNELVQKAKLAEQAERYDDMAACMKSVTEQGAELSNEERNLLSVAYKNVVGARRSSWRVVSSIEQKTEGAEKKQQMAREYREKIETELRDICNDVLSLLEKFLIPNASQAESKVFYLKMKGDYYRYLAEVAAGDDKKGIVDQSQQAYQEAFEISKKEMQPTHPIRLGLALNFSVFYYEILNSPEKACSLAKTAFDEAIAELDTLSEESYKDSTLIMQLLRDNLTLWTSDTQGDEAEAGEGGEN
EP2 antag: inhibitors of human EP2 prostaglandin E2 receptor; P43116; inhibition, % at 25 µM; C6 glioma cells expressing human EP2, cAMP TR-FRET; cells stimulated with saturating PGE2; 260,000 compounds, 0.52% hits;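 active = percent inhibition above 40 after rounding to a whole number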;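 also: rat C6 glioma host cells with rolipram phosphodiesterase inhibitor present; the protocol text gives 20 µM as final concentration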
NPY1 pot ag: potentiates or activates human NPY-Y1 receptor; P25929; NPY-Y1 expressing cells, potentiator/agonist activation; activation, % at 3.6 µM; 220,000 compounds, 0.37% hits; in the data active = activation above about 33%, passing the limit was not always enough;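 also: cells stimulated with NPY at EC10 then isoproterenol at EC100; 0% = low agonist plus stimulus and 100% = saturating agonist plus stimulus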
NPY-Y1 antag: antagonists of human neuropeptide Y receptor Y1 | inhibition, % at 3.6 µM | 200,000 compounds, 1% hits | HEK293-CNG Y1 cells, membrane potential fluorescence; NPY at EC95, then isoproterenol | P25929;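 active = inhibition above the campaign mean inhibition of all tested compounds plus 3 SD, cut at about 20% in these data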;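 also: 0% = DMSO wells given NPY plus isoproterenol and 100% = isoproterenol alone without NPY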
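System: HEK293 cells with Y1 receptor plus CNG channel / Probe or stimulus: NPY 25 nM then isoproterenol 1 µM plus Ro 20-1724 25 µM / Compound: one concentration, 3.6 µM, in 0.4% DMSO / Schedule: compound incubation 1 h at room temperature, readout 45 min post-stimulation / Measured by: membrane potential fluorescence / Read-out: % inhibition of NPY effect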
* = called active by the depositor; · = no result given; & = joins results of further samples; [ ] = dose if it differs, or a comment. Some of the compounds tested, so the mix of outcomes need not match the whole.

Molecule,PPC-1+TRAIL kill,TRPML3 agonist,TRPN1 ag,EP2 modulator,CHOP inh,14-3-3 Bad PPI,EP2 antag,NPY1 pot ag,NPY-Y1 antag
Cc1cc(C(F)F)n2nc(C(=O)Nc3ccc(S(=O)(=O)N4CCCCCC4)cc3)nc2n1,·,0.5,-0.1,-14,10,11,14,22,-4
O=C(/C=C/c1ccc([N+](=O)[O-])cc1)NCc1ccco1,12,0.0,0.4,10,-6,4,10,5,4
CN(CCO)c1nc(N)c(C#N)c(CC#N)c1C#N,0,0.9,-0.5,-6,9,-5,13,4,·
Cn1cnnc1SCC(=O)Nc1ccccc1F,20,1.0,1.7,10,2,5,6,2,-3
CCS(=O)(=O)c1ccc(O)c(NC(=O)Nc2cccc3ccccc23)c1,-4,0.1,-0.9,-3,7,2,2,-5,·
CCCCc1nc2ccccc2[nH]1,11,0.8,-0.7,13,20,-8,6,-5,-5
Cn1c(-c2nnn(-c3ccc(F)cc3)n2)cc2ccccc21,18,-0.5,0.0,1,-18,-8,8,14,3
Cc1cc(C)nc(NN2C(=O)/C(=C/c3ccccc3)SC2=S)n1,14,-0.2,-0.2,32,40,-24,6,-18,7
COC(=O)/C=C/c1ccc(-n2ccnc2)cc1,9,0.1,0.4,20,-13,-7,2,13,0
Cc1cc(C)cc(C(=O)NCC(=O)OCC(=O)N2c3ccccc3NC(=O)C2(C)C)c1,5,-0.3,0.0,-1,-9,7,8,-5,-2
COc1ccc(-c2nnc(SCc3c(C)noc3C)n2N)cc1OC,25,0.4,1.0,6,-10,-10,8,-7,1
CC(C)C1CC(c2ccccc2)(C(CN)CO)CCO1 (centres undefined),11,0.8,0.8,-7,-33,-2,5,-5,3
CCc1cc2cccc(C)c2nc1SCC(=O)Nc1cc(C)on1,-8,1.2,0.1,46,7,8,14,2,1
O=C1CC(c2ccco2)CC(O)=C1C=Nc1cc(Cl)cc(Cl)c1 (centres undefined),29,0.2,-0.8,-4,84*,-5,10,-15,-7
CCn1c(SCC(=O)Nc2sc3c(c2C#N)CCCC3)nnc1-c1ccco1,-7,-0.3,-1.2,0,30,-8[fluorescence artefact?],10,-20,1
O=C(O)c1ccc(N=Cc2nc(-c3ccco3)oc2O)cc1,-10,0.5,0.4,-50,1,-16,14,26,0
COc1ccc(-n2cc(-c3ccccc3)[n+]3c2CCCCC3)cc1,22,0.6,0.5,-78,6,-2,8,13,10
CCc1ccc(-n2c(=O)c3c(C)c(C(=O)N(C)C)sc3n(CC(=O)NCc3ccco3)c2=O)cc1,19,0.5,-0.1,30,-9,-5,5,-6,3
O=C(NCc1ccc2c(c1)OCO2)c1ccco1,16,0.0,1.3,-16,-14,1,2,-23,3
Cc1nn(-c2cc(N3CCCCCC3)ccc2[N+](=O)[O-])c(=O)c2ccccc12,-6,-1.9,-1.8,1,0,1,10,85*,-13
O=C(C1=C[C@@H](C2CCCCC2)C[C@@H](OCc2ccc(CO)cc2)O1)N1CCN(Cc2ccc3c(c2)OCO3)CC1,-16,-0.3,-0.3,-11,-2,-7,14,-37,7
CCOC(=O)c1c(NC2=NS(=O)(=O)c3ccccc32)sc2c1CCC(C)C2 (centres undefined),1,0.2,0.1,53,34,-8[fluorescence artefact?],10,-16,5
CCn1c(C(C)NC(=O)c2ccc(Cl)cc2)n[nH]c1=S (centres undefined),-4,1.2,1.8,3,15,-8,13,-6,2
COc1cc(/C=N/NS(=O)(=O)c2ccc(C(C)(C)C)cc2)cc([N+](=O)[O-])c1O,0,0.1,0.7,25,20,-12,4,-13,-6
Cc1ccc(O)c(NC(=O)C2CCCCC2)c1,-4,-0.5,-1.2,-24,18,-2,13,7,·
O=C(Oc1c(Br)cc([N+](=O)[O-])cc1Br)c1cccnc1,4,0.6,0.7,30,70,17[fluorescence artefact?],17,-10,6
CC(C)CSC1=NSC2=NC(=O)/C(=C\c3cccs3)C(=N)N12,19,1.6,1.4,-14,5,17,14,3,12
Cc1ccc(C(=O)N2CCC3(CC2)Oc2ccc(Cl)cc2C(=O)C32CC(c3ccc(Cl)cc3)=NO2)s1 (centres undefined),9,·,·,7,-24,-4,13,·,·
CCOc1ccc(N(C)S(=O)(=O)c2ccc3[nH]cc(C(=O)NCCOC)c(=O)c3c2)cc1,1,0.6,-0.3,-32,11,7,5,4,4
Cc1ccc(C(=O)Nc2nccc(-c3cccs3)n2)cc1,13,-1.1,-0.6,-34,40,3,4,-12,4
CC1CCN(C(C(=O)Nc2ccc(C(C)C)cc2)c2ccc3c(c2)OCO3)CC1 (centres undefined),16,1.1,0.4,36,70,-3,6,-3,9
COc1ccc(C[C@H]2CN3C(=NC[C@@H]3Cc3ccc(O)cc3)N2C[C@H](C)NC(=O)c2ccc(C)c(Br)c2)cc1,-6,·,·,-15,20,4,7,·,·
COc1ccc2[nH]c3c(c2c1)CCNC3C1CC=C(C)CC1 (centres undefined),3,1.8,0.0,-75,6,-6,10,-8,-1
Cc1ccc(-n2c(C)cc(/C=N/Nc3ccc([N+](=O)[O-])cn3)c2C)cc1,4,0.3,-0.7,9,30,62[fluorescence artefact?],·,7,4
CC(=O)Cc1nsc(NC(=O)c2ccc(-c3cccc(Cl)c3)o2)n1,2,0.9,2.4,-17,5,-7,8,10,2
C=CCC(NCc1ccco1)c1ccc(OC)c(OC)c1 (centres undefined),-2,0.1,-0.2,5&37,2,11,12&7,17,-1
O=C(c1ccccc1-c1nc2ccccc2[nH]1)N1CCCCC1,-22,0.7,-0.8,7,28,-7,18,-12,2
CC(=O)c1ccc(Oc2nc(-c3cccnc3)nc3ccccc23)cc1,16,0.6,1.0,7,63,-1,4,-8,-1
Cc1cccc(OCc2nc(C)cc(=O)[nH]2)c1,3,1.0,1.6,29,-4,2,13,-24,-6
Cc1sc2c(c1C)C(=O)NC(c1cccc(O)c1)N2 (centres undefined),2,1.2,1.3,0,14,-9[fluorescence artefact?],6,21,-1
CC1CCCN(C(=O)c2ccccc2OC2CCN(S(C)(=O)=O)CC2)C1 (centres undefined),8,0.3,-1.7,-5,3,-3,7,10,0
C=C(C)CNC(=S)N/N=C/C1=CCC2CC1C2(C)C (centres undefined),3,-0.3,-2.1,12,84*,-9,3,12,1
Cn1cccc1-c1nc2ccc(NC(=O)c3ccccc3)cc2[nH]1,-2,0.7,2.1,-31,24,17,20,-15,4
Cc1ccc(Cl)cc1-n1c(=O)cc(N2CCN(C(=O)c3ccco3)CC2)[nH]c1=O,-4,0.3,1.0,21,-14,-27,11,-20,1
CNC(=O)C1CC(=O)N(CCCc2ccccc2)C(=Nc2ccccc2)S1 (centres undefined),1,-1.2,-0.6,9,-12,6[fluorescence artefact?],3,13,-1
CCOC(=O)c1ccc(N2CCCCC2)c(NS(=O)(=O)c2ccc(C)cc2)c1,-6,1.2,-0.9,15,20,0,7,4,·
Cc1ccc(Cl)cc1NC(=O)Cn1cc2c(n1)CCCC2,-5,-1.9,-0.7,2,-8,4[fluorescence artefact?],3,-5,4
Cc1ccc(N=Cc2c(O)n(C)c(=O)n(C)c2=O)nc1,9,0.2,1.1,-8,26,2[fluorescence artefact?],13,6,-3
O=C(O)CCCN1C(=O)/C(=C/c2ccncc2)SC1=S,0,0.6,0.7,42,-1,1,10,-9,·
CCOC(=O)CSc1ncnc2c1c(-c1ccccc1)cn2-c1ccc(OC)cc1,0,0.7,1.2,22,12,9,8,-38,5
CC(C)(C)C(=O)N1CCC(O)(CS(=O)(=O)Cc2ccc(Cl)cc2)CC1,-6,0.6,-0.5,4,17,-7,6,4,-3
CCOC(=O)c1c(N)c2cc([N+](=O)[O-])ccc2n1C,10,-0.1,-1.0,-22,23,-9,9,-32,·
CSCCC(NC(=O)C1CCC(C)CC1)C(=O)O (centres undefined),17,0.6,0.3,27,12,-9,4,-11,2
CCOc1cc(/C=N/NC(=O)c2ccc(CSc3nncn3C)cc2)ccc1OCC(=O)N1CCOCC1,34,0.3,-0.8,0,-23,-3,3,-9,2
C=CCn1c(C)cc(C(=O)COC(=O)c2ccc(N)c([N+](=O)[O-])c2)c1C,13,1.3,0.1,7,17,-2[fluorescence artefact?],14,9,0
Clc1nc2ccccc2cc1-c1nnn(-c2ccccc2)n1,8,-0.8,0.1,1,-14,-7,8,-6,2
c1ccc2c(c1)NC1(CCCCCC1)n1c-2nc2ccccc21,7,0.7,0.4,-27,6,-10,13,-3,9
CC(C)(C)N(C=C(Cl)Cl)C(=O)NC1CCCCC1,-13,0.2,-0.1,17,11,-14[fluorescence artefact?],9,19,2
